Gal4-VP16 FLuc: counter-screen for ROR gamma inhibitors: Gal4-VP16 reporter; Drosophila S2 Gal4-VP16 UAS-luciferase, luminescence, 20 h; Potency, µM (titrated, usually from 53.6 µM), inactives show at the top dose activity, negative = inhibition, actives largely listed as inhibitors; 310,000 compounds, 3.5% hits; AID 2546;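 note: Gal4-VP16 expression switched on by copper sulfate through the metallothionein promoter; % is set by controls: 0 for no effect and ±100 for the full control effect; nearly all actives have a fitted effect of over 50% in size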
BRCA1 expr act: activators of BRCA1 expression | MCF7-BRCA1-FFLuc reporter, luminescence, 48 h; response scale: scaled: vehicle 0%, 10 µM genistein 100% | AID 624202 | 380,000 compounds, 1.1% hits | Potency, µM (doses to about 46.1 µM), for inactives: at the highest dose activation, hits mostly activators; note: nearly all actives have a fitted effect of over 80% in size; some results filed as inactive show a strong effect at the top dose
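First, MCF7-BRCA1-FFLuc cells (2000/well) attach for 2 h; next, compounds are pin-added and incubated 48 h at 37 °C; finally, luciferase reagent is added and luminescence read after 15 min.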
MBNL1-CUG inh: blocks human MBNL1 binding to CUG repeat RNA. TR-FRET MBNL1-His/biotin-(CUG)12 binding, 665/545 ratio. AID 2675. 280,000 compounds, 0.036% hits. Potency, µM (series often up to 57.5 µM), without a hit: at the highest dose activity change, negative = inhibition, most hits filed as inhibitors; active = well fitted inhibition curve with a large enough effect in the signal ratio, with a control signal flat, not every such curve was filed as active; inconclusive = small, poorly fitted or top-dose-only effect, or effect the other way, or a change in a side signal; inactive = no such curve, though single readings can be large or run the other way; the % refers to the signal ratio; note: % is set by controls: 0 for no effect and ±100 for the full control effect
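MBNL1-His + Biotin-(CUG)12, cpd titration 92 nM–58 uM; Tb anti-His Ab 0.055 ng/ul, SA-XL665 5 nM (final); 60 min RT; ratiometric 665/545 nm, Ex 340 nm; normalized to buffer and full-complex controls.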
p53 reactivator: re-activators of mutant p53 | H1299 p53-A138V BP100-luciferase reporter, luminescence, 24 h | 320,000 compounds, 0.063% hits | AID 504706 | Potency, µM (highest dose often 92.2 µM), for inactives: top-dose activity change, positive = activation, most hits filed as activators; note: % of control where 0% means no effect; nearly all actives have a fitted effect of over 45% in size
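H1299 (p53-null), stable ts p53-A138V + BP100-Luc; 1000 cells/well, Opti-MEM/10% FBS; cpd 4 pt, 1:5; 24 h, 37 deg C, 5% CO2; detection reagent 10 min RT; luminescence.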
MLL CXXC-DNA inh: blocks binding of human MLL CXXC domain to DNA; Q03164; MLL-CXXC / FITC-HOXA9 DNA fluorescence polarization; Potency, µM (titrated, usually from 115 µM), without a hit: at the top dose activity change, negative = inhibition, actives largely listed as inhibitors; 290,000 compounds, 0.037% hits; AID 2662; active = well fitted inhibition curve with a large enough effect in the polarisation, with a control signal flat, not every such curve was filed as active; inconclusive = small, poorly fitted or top-dose-only effect, or effect the other way, or a change in a side signal; inactive = no such curve, though single readings can be large or run the other way; the % refers to the polarisation
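Steps: dispense CXXC domain solution (7 uM) → pin compounds or unlabeled HOX-A9 DNA control → 5 min ambient → add FLSN-HOX-A9 solution (50 nM) → spin → 30 min ambient → fluorescence polarization. Tris pH 7.5/NaCl/DTT/BSA buffer.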
RORgamma inh: blocks mouse ROR gamma transcriptional activity | P51450 | Drosophila S2 Gal4-RORgamma UAS-luciferase reporter, 20 h | Potency, µM (top dose mostly 53.6 µM), inactives show at the top dose activity change, negative = inhibition, hits mostly inhibitors | 310,000 compounds, 5.4% hits | AID 2551; note: % is set by controls: 0 for no effect and ±100 for the full control effect; nearly all actives have a fitted effect of over 60% in size
Target sequence (P51450 whole entry, looked up, the tested form may be a part): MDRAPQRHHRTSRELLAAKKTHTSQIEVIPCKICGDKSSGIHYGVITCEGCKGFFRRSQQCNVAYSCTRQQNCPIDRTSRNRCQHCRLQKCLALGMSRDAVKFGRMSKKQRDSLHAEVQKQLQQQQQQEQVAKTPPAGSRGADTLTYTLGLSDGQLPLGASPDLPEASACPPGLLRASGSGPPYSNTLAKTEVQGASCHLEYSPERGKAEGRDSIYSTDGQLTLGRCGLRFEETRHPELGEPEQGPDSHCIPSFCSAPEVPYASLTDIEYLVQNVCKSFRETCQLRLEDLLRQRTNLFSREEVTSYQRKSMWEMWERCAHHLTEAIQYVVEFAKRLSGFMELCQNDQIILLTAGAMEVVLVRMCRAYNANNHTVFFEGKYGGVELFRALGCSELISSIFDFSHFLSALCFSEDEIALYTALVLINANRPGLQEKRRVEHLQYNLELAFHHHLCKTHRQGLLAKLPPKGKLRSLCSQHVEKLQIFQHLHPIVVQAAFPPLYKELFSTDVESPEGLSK
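Read-out: Photinus luciferase luminescence; inhibitors lower reporter signal. Insect Schneider cells with Gal4-ROR gamma fusion under metallothionein promoter, UAS reporter; 700 uM final copper sulfate induction, 20 hr, ambient temperature.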
Rab9 promoter act: activators of Rab9 promoter | Huh7 Rab9 promoter-luciferase reporter, luminescence, 24 h | Potency, µM (titrated, usually from 9.22 µM), without a hit: at the top dose activation, negative = inhibition, usual class: activators | 320,000 compounds, 2.8% hits | AID 485297; note: % of control where 0% means no effect; nearly all actives have a fitted effect of over 60% in size
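Huh7 reporter line, Rab9 promoter upstream of luciferase. Compound exposure 24 h at 37 °C in reduced-serum medium with 10% FBS. Read-out: luminescence.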
FLuc modulator: firefly luciferase modulation, counter-screen for miR-21 project; P08659; 360,000 compounds, 6.9% hits; Potency, µM (doses to about 57.5 µM), without a hit: at the top dose activity change, negative = inhibition, most hits filed as inhibitors; purified FLuc, Km substrates, luminescence inhibition;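 note: plate controls were vehicle for no effect and reference inhibitor for full effect; nearly all actives have a fitted effect of over 55% in size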
Target sequence (P08659 whole entry, looked up): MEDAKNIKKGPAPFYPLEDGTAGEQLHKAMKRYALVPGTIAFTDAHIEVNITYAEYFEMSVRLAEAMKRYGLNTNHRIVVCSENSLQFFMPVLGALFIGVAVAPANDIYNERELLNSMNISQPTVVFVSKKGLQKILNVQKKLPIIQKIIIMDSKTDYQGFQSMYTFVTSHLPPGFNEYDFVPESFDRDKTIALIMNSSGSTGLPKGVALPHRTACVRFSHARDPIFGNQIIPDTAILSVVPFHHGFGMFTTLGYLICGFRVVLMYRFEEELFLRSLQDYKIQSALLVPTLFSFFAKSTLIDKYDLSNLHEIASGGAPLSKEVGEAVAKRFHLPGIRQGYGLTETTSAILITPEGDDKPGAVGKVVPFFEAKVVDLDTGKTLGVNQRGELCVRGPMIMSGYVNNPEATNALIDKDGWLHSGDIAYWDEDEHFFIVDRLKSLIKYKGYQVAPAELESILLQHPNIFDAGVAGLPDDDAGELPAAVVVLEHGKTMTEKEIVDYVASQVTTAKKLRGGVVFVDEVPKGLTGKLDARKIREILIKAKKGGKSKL
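Purified P. pyralis luciferase, 10 nM final, with Km-level 10 uM D-luciferin and 10 uM ATP in 50 mM Tris acetate pH 7.5, 10 mM Mg acetate, 0.01% Tween-20, 0.05% BSA; 6-point qHTS titration about 60 µM downward; luminescence read.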
uPA surface inh: cell surface uPA generation inhibition. Potency, µM (titrated, usually from 38.3 µM), for the others: top-dose activity change, negative = inhibition, hits mostly inhibitors. cell surface uPA generation assay, qHTS. 330,000 compounds, 0.31% hits; active = well fitted inhibition curve with a large enough effect; inconclusive = small, poorly fitted or top-dose-only effect; inactive = no such curve, though single readings can be large or run the other way; tested in mouse RAW 264.7 cells; note: % is set by controls: 0 for no effect and ±100 for the full control effect; nearly all actives have a fitted effect of over 55% in size
ELG1 genotox: genotoxicity induction in ELG1-luciferase HEK293T cells; 330,000 compounds, 1.3% hits; Potency, µM (doses to about 46 µM), without a hit: at the highest dose activity change, positive = activation, usual class: activators; HEK293T ELG1-luciferase reporter, luminescence, 16 h; note: % of control where 0% means no effect; nearly all actives have a fitted effect of over 60% in size
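HEK293T cells expressing luciferase-tagged ELG1 were treated with compound or DMSO for 16 hr at 37°C. Luciferase activity was then read after 30 min with ONE-Glo at room temperature; rising signal flags genetic stress.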
NPC1 promoter act: activators of NPC1 promoter. Huh7 NPC1 promoter luciferase reporter, 24 h. Potency, µM (titrated, usually from 9.22 µM), without a hit: at the highest dose activation, hits mostly activators. 320,000 compounds, 2.4% hits. AID 485313;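 note: % of control where 0% means no effect; nearly all actives have a fitted effect of over 60% in size; reporter is driven by a mutant NPC1 promoter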
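Readout is luciferase luminescence, reflecting NPC1 promoter activation in stably transfected Huh7 cells after 24 h compound exposure at 37 °C in reduced-serum medium with 10% FBS.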
* marks the source's active call; other numbers are inactive results; u = inconclusive; x = no result given; [ ] = another dose, or the depositor's remark. Unless noted, calls come from the whole dose curve; as a rule, active = well fitted curve in the direction sought with a large enough effect; inconclusive = small, poorly fitted or top-dose-only effect, or another doubt; inactive = no such curve, though single readings can be large; an effect the other way counts as inactive or inconclusive. Potency is the fitted concentration of half-maximal effect. Some of the compounds tested (hit frequency here may not be typical).

compound	Gal4-VP16 FLuc	BRCA1 expr act	MBNL1-CUG inh	p53 reactivator	MLL CXXC-DNA inh	RORgamma inh	Rab9 promoter act	FLuc modulator	uPA surface inh	ELG1 genotox	NPC1 promoter act
COc1cccc(OC)c1C(=O)Nc1ccc(C)cc1C(=O)c1ccccc1	-20%	-13%	-1%	-10%	-2%	-2%	1%	2%	1%	-6%	1%
O=c1c2[nH]c3ccccc3c2ncn1Cc1ccncc1	7%	8%	-2%	12%	1%	37%	-2%	-5%	-1%	5%	4%
CCOC(=O)c1c(/N=C/c2ccc(O)cc2O)sc2c1CCC2	1%	x	x	-5%	11%	-9%	-6%	2%	x	3%	0%
Cc1ccc(C)c(NC(=O)CCC(=O)N/N=C/c2cccnc2)c1	-7%	-4%	-2%	1%	15%	-2%	0%	3%	-8%	2%	-4%
COc1ccc(CC(NC(C)=O)C(=O)N2CCN(C(=O)N(C(C)C)C(C)C)CC2)cc1 (configuration not stated)	-3%	1%	-18%	-9%	-7%	16%	7%	3%	x	-1%	4%
COc1cccc(CNS(=O)(=O)c2c(C(=O)N3CCCCCC3)c(C)n(C)c2C)c1	2%	-2%	-4%	-2%	3%	-20%	-8%	-2%	3%	0%	-3%
CC(C)Nc1ncnc2c1cnn2Cc1ccc(Cl)cc1	-27%	14%	-5%	-1%	11%	u	1%	1%	5%	-3%	1%
O=C(O)c1ccc2c(c1)N(Cc1ccccc1)C(=O)c1ccccc1S2=O (configuration not stated)	-5%	-2%	-7%	3%	-1%	u	-6%	5%	-1%	0%	-1%
COCCNC(=O)C1CC(=O)N(C2CCCC2)C1 (configuration not stated)	-4%	5%	-2%	-1%	0%	-6%	0%	1%	5%	1%	-4%
N#C/C(=C\c1ccc(N2CCCCC2)o1)C(=O)Nc1cccc(Br)c1	-7%	1µM*	-7%	u	6%	u	2µM*	2.7µM*	1%	u	2.5µM*
O=C(NCc1ccc(F)cc1)c1cc(-c2ccncc2)nc2ccccc12	11%	-44%	u	-7%	25%	41%	-1%	-15%	-2%	-16%	-2%
CC(C)OC(=O)Nc1ccc(-c2ccc(NC(=O)OC(C)C)cc2Cl)c(Cl)c1	2%	10%	-3%	1%	5%	0%	3%	2%	-1%	2%	-2%
COC(=O)CC#N	11%	5%	x	-6%	x	3%	-3%	0%	9%	1%	-3%
Cc1ccc(-c2nc(Nc3ccccc3)n[nH]2)cc1	-19%	u	4%	u	3%	u	0.71µM*	1.7µM*	8%	0.65µM*	0.89µM*
NC(=O)c1ccsc1NC(=O)CN1C(=O)NC2(CCCCC2)C1=O	x	-4%	x	-1%	x	x	-6%	4%	16%	-1%	-1%
N/C(=N\OC(=O)c1ccc(Br)cc1)c1cccc([N+](=O)[O-])c1	0%	u	u	8%	26%	12%	28%	0.85µM*	2%	u	u
CCOC(=O)N1CCN(C(=S)Nc2ccccc2C)CC1	-5%	-11%	-4%	-6%	16%	-19%	2%	0%	13%	-4%	-6%
CCOC(=O)c1sc(NC(=O)CSc2nnnn2-c2ccc(C)cc2)c(C(=O)OCC)c1C	-3%[0.365 µM]	-5%	-3%	5%	19%	32%	-9%	6%	x	6%	2%
COCCNc1nc(CSc2ccccc2)nc2sc(C)c(C)c12	u	-8%	4%	-31%[inhibitor]	4%	11µM*	-1%	-1%	6%	1%	9%
CCOc1cc(/C=C2\SC(=Nc3ccc(CC)cc3)NC2=O)ccc1OCC(=O)O	-4%	0%	u	6%	8%	17%	2%[1.84 µM]	u	4%	0%	-4%
Cc1cccc(C(=O)NCCCNC(=O)c2cccnc2)c1	1%	-8%	-3%	2%	-1%	8%	1%	-1%	0%	5%	-1%
C=CCn1cc(C(=O)NCc2ccc3c(c2)OCO3)c(=O)c2cc(S(=O)(=O)N(CC)CC)ccc21	-1%	-43%	1%	1%	2%	u	-8%	3%	-3%	-1%	1%
CCCCc1ccc(NC(=O)CSc2nnc(CNC(=O)c3ccco3)o2)cc1	-11%	6%	3%	-1%	-2%	5%	-3%	1%	-12%	-2%[9.26 µM]	-8%
CCCn1c(SCc2nc(N)nc(N3CCCCC3)n2)nc2c1c(=O)n(C)c(=O)n2C	-17%	0%	-3%	7%	7%	-25%	-1%	1%	1%	-2%	-4%
O=C(N/N=C/c1cccc([N+](=O)[O-])c1)c1ccc(CN2CCOCC2)cc1	6%	24%	x	0%	4%	4%	13%	u	1%	-4%	-1%
O=C(N/C(=C\c1ccccc1)C(=O)N1CCCCC1)c1ccco1	5%	-11%	1%	-5%	1%	-3%	3%	0%	-1%	-2%	4%
COc1ccc(NC(=O)C2=Cc3ccccc3OC2)cc1	-23%	u	u	17%	11%	-28%	0.56µM*	1.5µM*	-10%	0.52µM*	0.4µM*
CCOC(=O)CN(C)C(=O)CCc1nnc(-c2ccc(-c3ccccc3)cc2)o1	16%	-21%	2%	x	-3%	1%	22%	u	0%	4%	17%
CCCCC(NS(=O)(=O)c1ccc(OC)cc1)C(=O)O (configuration not stated)	-12%	0%	-18%	2%	-7%	14%	-9%	2%	2%	-2%	6%
Cc1cc(C)cc(NC(=O)CCc2nc3ccccc3[nH]2)c1	1%	-2%	-10%	4%	19%	-2%	3%	0%	5%	3%	-2%
O=C(CSc1nc2ccccc2c(=O)n1-c1ccc(OC(F)F)cc1)NCc1cccs1	-19%	-36%	u	-19%	9%	2%	-1%	0%	4%	12%	-1%
O=C(NCC1OCCc2ccccc21)c1ccc(NC(=O)c2ccc(Cl)cc2)cc1 (configuration not stated)	u	-68%	4%	-43%[inhibitor]	6%	u	-21%	-1%	-2%	2%	-11%
CC(C)Cc1cc(C(=O)N2CCCC(CCC(=O)N(C)CCc3ccccn3)C2)no1 (configuration not stated)	1%	-14%	4%	-2%	-1%	17%	-1%	-4%	-3%	-5%	-1%
COc1ccccc1OCCCCOc1ccccc1F	8%	73%	-3%	10%	3%	26%	27%	13µM*	-1%	8%	25%
CCCn1c(/N=C/c2c[nH]c3ccccc23)nc2ccccc21	-18%	-3%	9%	-4%	u	-35%	0%	2.7µM*	10%	-1%	3%
O=C(Nc1csc(Cc2c(Cl)cccc2Cl)n1)NN1CCOCC1	-4%	-26%	-1%	-6%	-6%	u	1%	1%	3%	-2%	-1%
CCOc1ccc(N=NC2C(=O)N(C(N)=S)N=C2C)cc1 (configuration not stated)	0.35µM*	u	u	5%	-12%	0.32µM*	4µM*	3.8µM*	u	18µM*	2.8µM*
COc1ccc(CN2CCN(Cc3cccn3-c3ncccn3)CC2CCO)c(C)c1C (configuration not stated)	-11%	-33%	6%	-1%	-1%	7%	-17%	-3%	-13%	-8%	-18%
CCOC(=O)C1CCCN(c2nc3ccccc3nc2C(C#N)C(=O)OCCOC)C1 (configuration not stated)	x	-24%	u	2%	12%	24%[0.365 µM]	-6%	-3%	1%	-13%	1%
COc1ccc(N(C(C)=O)S(=O)(=O)c2cccc3cccnc23)cc1	0%	9%	x	-10%	-1%	35%	-3%	0%	-3%	2%	-5%
Cc1ccc(NC(=O)CSC2=C(C#N)C(c3ccco3)C3=C(CC(C)(C)CC3=O)N2)cc1 (configuration not stated)	-28%	-40%	6%	7%	6%	-8%	-2%	-2%	5%	-13%	4%
Cc1cc(NC(=O)C2CCCN(S(=O)(=O)c3c(C)noc3C)C2)no1 (configuration not stated)	6%	-4%	10%	5%	-2%	5%	-14%	2%	u	-4%	-4%
O=C(Oc1c(Cl)cc(Cl)c2cccnc12)c1cccs1	1µM*	-95%[inhibitor]	-4%	u	13%	0.63µM*	1%	u	-15%	u	-6%
N#Cc1cnn2c(-c3ccccc3)ccnc12	6%	13%	15%	x	-4%	0%	x	0%	-1%	x	x

High-throughput results deposited in PubChem BioAssay by National Center for Advancing Translational Sciences (NCATS).
